# Screening results: PubChem, NCI
# Growth percent in the NCI-60 one-dose screen (48 h, 10 µM unless noted): 100 = growth as untreated, 0 = no growth, -100 = all killed.
# HS 578T: HS 578T breast cancer; actives 4.1% (n = 78,000); AID 1794788
# SK-MEL-2: SK-MEL-2 melanoma. actives 4.7% (n = 77,000). AID 1794763
# SK-MEL-28: SK-MEL-28 melanoma | actives 4.1% (n = 81,000) | AID 1794761
# T-47D: T-47D breast cancer | actives 5% (n = 79,000) | AID 1794792
# BT-549: BT-549 breast cancer; AID 1794793; actives 4.4% (n = 78,000)
# LOX IMVI: LOX IMVI melanoma; actives 7.4% (n = 79,000); AID 1794757
# SK-MEL-5: SK-MEL-5 melanoma. actives 6.4% (n = 80,000)
# MDA-MB-435: MDA-MB-435 melanoma; AID 1794794; actives 7.8% (n = 82,000)
# * marks the source's active call; other numbers are inactive results; · = no result given; & = joins results of further samples; [ ] = dose if it differs, or a comment. How the source made its calls: active means growth percent below 10; inactive means the rest.
# Start of the listing, in advance (12 entries):
1: Cc1c(Cc2ccc(Cl)cc2)c(=O)[nH]c(=O)n1C
2: COC1=C(OC)C2C3(O)CCCc4cccc(c43)N3C(=O)CCC23C=C1 (centres undefined)
3: CCN(CC)c1ccc(NC(C(=O)c2ccccc2)c2ccccc2)cc1 (centres undefined)
4: CS(=O)(=O)c1ccc(-c2cc(-c3nnc(SCC(=O)Nc4ccc(C(=O)/C=C/c5ccc(Cl)cc5)cc4)n3-c3ccccc3)c3ccccc3n2)cc1
5: Nc1cccc(CC(N)C(=O)O)c1 (centres undefined)
6: CN1C(=O)/C(=C/c2nc(-c3cccc(F)c3)n3ccccc23)c2ccccc21
7: Oc1nc(NCc2ccco2)sc1C=NCc1ccco1
8: COc1ccc(C(=O)Nc2ccccc2)cc1N
9: C=C1CCC2[C@](C)(CO)[C@H](O)CC[C@@]2(C)[C@@H]1C/C=C1/C(=O)OC[C@H]1O (some centres undefined)
10: Cc1ccc2c(n1)C(=O)C(Cl)=C(Nc1ccc(C(=O)OC(C)(C)C)cc1)C2=O

assay / entry	1	2	3	4	5	6	7	8	9	10
HS 578T	92	99	46	89	98	33	101	95	110	101[9.25 µM]
SK-MEL-2	95	112	78	107	94	68	108	100	·	116[9.25 µM]
SK-MEL-28	101	111	17	103	99	89	117	104	95	83[9.25 µM]
T-47D	86	102	8.4*	87	86	50	93	95	88	-8.2*[9.25 µM]
BT-549	·	92	2.7*	108	87	91	116	94	87	84[9.25 µM]
LOX IMVI	89	99	-43*	92	100	49	102	107	22	-59*[9.25 µM]
SK-MEL-5	102	108	79	96	100	64	104	100	77	88[9.25 µM]
MDA-MB-435	101	104	3.9*	101	104	94	108	105	73	88[9.25 µM]

11: Cc1ccc(S(=O)(=O)N/N=C/c2ccccc2Cl)cc1
12: CCCCCCCCCCCCCCCCCc1nc(N)nc(N)n1

assay / entry	11	12
HS 578T	105	123
SK-MEL-2	94	84
SK-MEL-28	110	126
T-47D	91	95
BT-549	105	94
LOX IMVI	101	110
SK-MEL-5	107	95
MDA-MB-435	100	113

# All compounds of this part (from the top)
1: Cc1c(Cc2ccc(Cl)cc2)c(=O)[nH]c(=O)n1C
2: COC1=C(OC)C2C3(O)CCCc4cccc(c43)N3C(=O)CCC23C=C1 (centres undefined)
3: CCN(CC)c1ccc(NC(C(=O)c2ccccc2)c2ccccc2)cc1 (centres undefined)
4: CS(=O)(=O)c1ccc(-c2cc(-c3nnc(SCC(=O)Nc4ccc(C(=O)/C=C/c5ccc(Cl)cc5)cc4)n3-c3ccccc3)c3ccccc3n2)cc1
5: Nc1cccc(CC(N)C(=O)O)c1 (centres undefined)
6: CN1C(=O)/C(=C/c2nc(-c3cccc(F)c3)n3ccccc23)c2ccccc21
7: Oc1nc(NCc2ccco2)sc1C=NCc1ccco1
8: COc1ccc(C(=O)Nc2ccccc2)cc1N

assay / entry	1	2	3	4	5	6	7	8
HS 578T	92	99	46	89	98	33	101	95
SK-MEL-2	95	112	78	107	94	68	108	100
SK-MEL-28	101	111	17	103	99	89	117	104
T-47D	86	102	8.4*	87	86	50	93	95
BT-549	·	92	2.7*	108	87	91	116	94
LOX IMVI	89	99	-43*	92	100	49	102	107
SK-MEL-5	102	108	79	96	100	64	104	100
MDA-MB-435	101	104	3.9*	101	104	94	108	105

9: C=C1CCC2[C@](C)(CO)[C@H](O)CC[C@@]2(C)[C@@H]1C/C=C1/C(=O)OC[C@H]1O (some centres undefined)
10: Cc1ccc2c(n1)C(=O)C(Cl)=C(Nc1ccc(C(=O)OC(C)(C)C)cc1)C2=O
11: Cc1ccc(S(=O)(=O)N/N=C/c2ccccc2Cl)cc1
12: CCCCCCCCCCCCCCCCCc1nc(N)nc(N)n1
13: O=C(OCc1ccccc1)C(Cc1ccccc1)NC(=O)C(Cc1ccc(O)cc1)N(C(=O)OCc1ccccc1)C(=O)OCc1ccccc1 (centres undefined)
14: COc1cc(N2c3ccccc3C(=O)OC23OC(=O)c2ccccc23)cc(OC)c1OC (centres undefined)
15: COc1ccc(-c2nc(-c3ccccc3)cn3c2nc2ccccc23)cc1
16: CN1CCN(c2ccc(C(=O)/C=C/c3ccc(OC(F)F)cc3)cc2)CC1

assay / entry	9	10	11	12	13	14	15	16
HS 578T	110	101[9.25 µM]	105	123	112	90	71	64
SK-MEL-2	·	116[9.25 µM]	94	84	·	97	104	111
SK-MEL-28	95	83[9.25 µM]	110	126	107	95	72	67
T-47D	88	-8.2*[9.25 µM]	91	95	90	106	90	55
BT-549	87	84[9.25 µM]	105	94	105	96	106	19
LOX IMVI	22	-59*[9.25 µM]	101	110	94	96	106	-100*
SK-MEL-5	77	88[9.25 µM]	107	95	100	101	99	53
MDA-MB-435	73	88[9.25 µM]	100	113	104	97	98	-37*

17: CC(=O)CC1=CCCCC1
18: CSc1ccc(C(=O)c2ccc(Cl)cc2)cc1
19: CC/C(C)=N\O
20: CCOC(=O)c1c(C)csc1NC(=O)CSCc1c(F)cccc1Cl
21: O=C1c2cccc3c(N4CCOCC4)ccc(c23)C(=O)N1c1cccc(-c2nn(-c3ccccc3)cc2-c2nc3ccccc3s2)c1
22: O=C(Nc1ccc(-c2nc3ccccc3s2)cc1N1CCOCC1)c1ccccn1
23: O=c1c2c(nc3cc(-c4ccccc4)[nH]n13)CCCC2
24: NNC(=S)Nc1cccc2ccccc12

assay / entry	17	18	19	20	21	22	23	24
HS 578T	92	109	107	87	134	50	114	107
SK-MEL-2	100	106	104	81	110	92	118	91
SK-MEL-28	110	100	111	109	109	66	105	112
T-47D	83	93	·	64	105	73	100	95
BT-549	99	102	94	105	119	65	99	103
LOX IMVI	101	102	98	·	102	37	101	105
SK-MEL-5	91	97	103	88	105	34	88	106
MDA-MB-435	107	98	105	100	109	77	105	115

25: CCCCc1cc2ccccc2c(OCCN(C)C)n1
26: CCC(C)c1ccccn1 (centres undefined)
27: COc1cc(/C=C2/N=C(c3cnccn3)N(c3cccc4cccnc34)C2=O)ccc1O
28: CCOC(=O)c1ccc(NC(=S)NC(=O)c2ccc(NC(C)=O)cc2)cc1
29: C(=N\Nc1nnc2n1N=C(c1ccccc1)CS2)/c1ccccc1
30: O=C(Nc1cccc([N+](=O)[O-])c1)c1cc(=O)c2ccccc2[nH]1
31: CCN1C(=O)N(CC)C2SC(N/N=C/c3cccs3)=NC21 (centres undefined)
32: CS(=O)(=O)N1CCN(S(=O)(=O)c2oc(-c3ccccc3)nc2C#N)CC1

assay / entry	25	26	27	28	29	30	31	32
HS 578T	99	99	95	98	106	95	15	104
SK-MEL-2	103	99	115	96	108	104	14	107
SK-MEL-28	108	101	127	90	108	104	54	101
T-47D	98	101	80	36	107	77	69	84
BT-549	107	99	104	72	110	90	-40*	102
LOX IMVI	99	100	86	102	103	100	8.8*	41
SK-MEL-5	104	105	85	44	97	102	-5.2*	95
MDA-MB-435	105	98	104	93	106	110	-32*	96

33: COc1ccc2c(c1)/C(=C/c1ccc(OCC(=O)Nc3ccccc3)cc1)C(=O)N2
34: O=[N+]([O-])c1ccc(-c2cn3nc(-c4c[nH]c5ccccc45)sc3n2)cc1
35: CC(C)Cc1ccc(CC(C)C)c(OCCOCCOCCO)c1
36: COc1cc(C2c3c([nH]c(=O)[nH]c3=O)Nc3ccc4ccccc4c32)cc(OC)c1OC (centres undefined)
37: COC1OC2COC(c3ccccc3)OC2C2OC12 (centres undefined)
38: CC(=O)OCC(OC(C)=O)C(OC(C)=O)C1OC(Oc2ccccc2)C(OC(C)=O)C1OC(C)=O (centres undefined)
39: CC1CC(C)(C)C2=NCCN21 (centres undefined)
40: CC(=O)NCC1CCCO1 (centres undefined)

assay / entry	33	34	35	36	37	38	39	40
HS 578T	106	100	98	93	86&113	·	103&107	111
SK-MEL-2	118	109	130	88	94&104	100	114	84
SK-MEL-28	111	111	108	98	114&114	95	103&107	116
T-47D	101	65	98	84	86&108	91	100&98	91
BT-549	126	99	109	107	103&107	99	108&105	118
LOX IMVI	92	95	95	93	104&104	97	102&98	94
SK-MEL-5	99	91	·	95	102&105	104	98&101	103
MDA-MB-435	104	107	96	77	104&113	108	110&111	·

41: CCOc1ccc(N2C(=O)N(c3ccc(C)cc3)C(=O)C2=S)cc1
42: CCN(CC)CCNC(=O)c1cc(S(C)(=O)=O)ccc1OC
43: COc1ccc(C2=CC(c3cc(OC)c(OC)c(OC)c3)n3ncnc3N2)cc1 (centres undefined)
44: CO/N=C(/C(=O)NC1C(=O)N2C(C(=O)O)=C(CSc3nnnn3C)CSC12)c1csc(N)n1 (centres undefined)
45: CCCCCC1C(C#N)=C(N)Oc2cc(O)ccc21 (centres undefined)
46: CCc1ccc(C2=C/C(=C/c3ccc(F)cc3)C(=O)N2CCc2ccc(S(N)(=O)=O)cc2)cc1
47: Cc1ccc(Cl)cc1NC(=O)OCCN(C)C(=O)Nc1cc(Cl)ccc1C
48: COc1ccc(/C(C)=C(/c2ccc(O)cc2)c2ccc(OCCN(C)C)cc2)cc1

assay / entry	41	42	43	44	45	46	47	48
HS 578T	104	100	27	109	97	90	98	93
SK-MEL-2	98	114	24	·	104	102	93	·
SK-MEL-28	101	109	54	106	109	95	102	82
T-47D	75	102	63	110	90	72	82	51
BT-549	100	122	4.4*	119	86	98	94	103
LOX IMVI	103	101	22	97	90	88	95	91
SK-MEL-5	100	76	1.7*	106	94	88	88	95
MDA-MB-435	105	102	-22*	97	89	91	93	94

49: COc1ccc(N=Nc2c(N)nn3c(N)c(C#N)c(-c4ccc(Cl)cc4)nc23)cc1
50: C=C(C)[C@@H]1CC[C@]2(COS(C)(=O)=O)CC[C@]3(C)[C@H](CC[C@@H]4[C@@]5(C)CCCNC(C)(C)[C@@H]5CC[C@]43C)[C@@H]12
51: COc1ccc(C(=O)C[C@]2(O)C(=O)Nc3c(Cl)ccc(Cl)c32)cc1
52: CCCCc1ccccn1
53: CCCCCCCCn1cc[n+](C)c1
54: CC(C)CCC[C@@H](C)C1CCC2C3CCC4=C/C(=N/OCCN(C)C)CC[C@]4(C)C3CC[C@@]21C (some centres undefined)
55: Nc1nc(-c2cnccn2)nn1-c1nc2ccccc2s1
56: NCCCNc1nc2ccccc2c2c(=O)c3cccc(Cl)c3sc12

assay / entry	49	50	51	52	53	54	55	56
HS 578T	112	91	-3.9*	100	105	84	99	28
SK-MEL-2	90	95	38	111	85	84	99	99
SK-MEL-28	99	103	60	107	120	101	104	53
T-47D	34	78	30	99	87	87	97	35
BT-549	112	94	50	112	81	90	104	77
LOX IMVI	77	-79*	46	100	72	58	105	-90*
SK-MEL-5	82	97	35	107	87	99	92	60
MDA-MB-435	95	45	-41*	93	70	102	103	-43*

57: COCC1(c2nc3cc(F)ccc3c(-c3ccccc3)c2-c2nn[nH]n2)CCCC1
58: Cc1cccc(Nc2nc(N)nc(N)c2N=O)c1
59: CC(=O)n1nc(C(=O)OC(C)C(C)(C)C)c2ccccc21 (centres undefined)
60: Cc1cc(C)c(CC(=O)O)c(C)c1
61: COc1ccccc1Oc1ccc(N=Cc2ccc(C)cc2)cc1
62: COc1ccc(C2=NN(c3ccc(S(N)(=O)=O)cc3)C(c3ccc(Cl)cc3)C2)c(O)c1 (centres undefined)
63: O=C1/C(=C/c2cc(F)ccc2F)N=C2SCCCN12
64: O=C1C(Cl)=C(NCCCCCCNC2=C(Cl)C(=O)c3ccccc3C2=O)C(=O)c2ccccc21

assay / entry	57	58	59	60	61	62	63	64
HS 578T	101	90	97	109	103	71	110	89
SK-MEL-2	99	100	100	100	109	88	100	85
SK-MEL-28	111	94	97	124	105	75	104	111
T-47D	94	89	95	106	98	34	68	91
BT-549	98	98	99	104	99	85	98	91
LOX IMVI	98	99	96	97	100	77	89	36
SK-MEL-5	100	94	95	101	100	75	107	53
MDA-MB-435	104	85	92	104	104	47	107	79

65: COc1cccc(C(=O)C(CCC#N)c2ccccc2)c1 (centres undefined)
66: CC(=O)c1cc(N2CCCC2)ccc1NC(=O)c1cccc(OC(F)(F)F)c1
67: Nc1ncnc2c1C(c1ccccc1Cl)c1ccc3ccccc3c1O2 (centres undefined)
68: COC1=CC2C(C)(O)c3ccccc3N3C(=O)COC23C=C1 (centres undefined)
69: CS(=O)(=O)NCCSc1nc(-c2ccccc2)c(C#N)c(=O)[nH]1
70: CSc1nc(-c2cccs2)c2c(N)nn(S(=O)(=O)c3ccc(Cl)cc3)c2n1
71: CCOC(=O)c1nc2cc(C#N)ccn2c1C(=O)c1cccs1
72: Oc1ccccc1-c1nc2ccccc2s1

assay / entry	65	66	67	68	69	70	71	72
HS 578T	108	103	97	109	90	107	116	103&101
SK-MEL-2	109	84	105	119	104	99	100	118
SK-MEL-28	102	104	118	105	104	104	105	103&108
T-47D	107	76	69	96	91	86	·	64&83
BT-549	99	94	102	102	119	91	97	70&106
LOX IMVI	95	85	90	98	98	95	98	88&90
SK-MEL-5	102	86	97	104	105	99	110	84&102
MDA-MB-435	109	97	112	102	101	104	111	96&101

73: Nc1nc(N)c(N=Nc2ccc(C(=O)O)cc2)c(=O)[nH]1
74: COc1nc(=O)n(C2OC(CO)C(O)C2O)cc1C (centres undefined)
75: COc1cc2nc(SCc3n[nH]c(=S)n3C(=O)c3ccc(Br)cc3)n(-c3ccc(Cl)cc3)c(=O)c2cc1OC
76: CC(=O)OCC1OC(OC(C)=O)C(OC(C)=O)C(OC(C)=O)C1OC(C)=O (centres undefined)
77: CCC(CC)C(O)(C(=O)O)C(CC)CC
78: c1cc(Cc2ccsc2)cs1
79: O=C(N/N=C1/C2C[C@@H]3C1C3C2C(=O)O)c1ccncc1 (some centres undefined)

assay / entry	73	74	75	76	77	78	79
HS 578T	98	108	105	101&132	101	110	102
SK-MEL-2	·	96	·	111&109	96	103	103
SK-MEL-28	109	105	98	109&103	108	108	111
T-47D	96	107	93	101&98	·	94	103
BT-549	99	108	87	103&96	97	105	107
LOX IMVI	95	96	102	97&97	93	100	99
SK-MEL-5	114	110	88	100&102	104	105	98
MDA-MB-435	105	108	99	107&105	100	108	110
